# Bioassay records (PubChem BioAssay)
# LEDGF integ inh – blocks HIV-1 LEDGF/p75-dependent DNA integration; TR-FRET IN-LEDGF/p75 DNA integration, Eu/Cy5; inhibition, % at 3.7 µM; 0.64% of 370,000 active; AID 743269;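 active = inhibition above the screen-wide mean plus 3 SD, cut at about 13% in these data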;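 note: signal is the Cy5 over europium emission ratio at 671 and 618 nm; 0% = plate median of compound wells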
# SIAE inh – human SIAE inhibition, primary screen; Q9HAT2; SIAE FP-Rh probe binding, fluorescence polarization; inhibition, % at 9.66 µM; 0.69% of 370,000 active; AID 1053197;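 active = inhibition above a cutoff: mean of compounds within the control limits plus 3 SD of those, cut at about 17% in these data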;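 note: 0% = plate median of compound wells and 100% = probe without SIAE protein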
# Tn6 DDE FP – disrupts Tn6 cyclic peptide binding to fibrin D-Dimer-E complex | 0.21% of 370,000 active | P02675 | AID 720509 | inhibition, % at 8.3 µM | Fibrin DD(E) TRITC-Tn6 fluorescence polarization displacement;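 active = inhibition above a per-campaign cutoff: mean of compounds within control limits plus 3 SD, cut at about 15% in these data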;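 note: 0% = median of all compound wells on the plate and 100% = blocking peptide control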
# TDP2 inh – blocks human TDP2 phosphodiesterase activity. AID 720702. recombinant TDP2, T5PNP hydrolysis, p-nitrophenol absorbance 415 nm. 0.34% of 370,000 active. inhibition, % at 12.8 µM. O95551;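 active = inhibition above the mean of all tested compounds plus 3 SD, set per campaign, cut at about 25% in these data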;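 note: 0% = DMSO with enzyme and 100% = buffer with substrate but no TDP2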
#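 test system = human TDP2 enzyme | input = TDP2 enzyme at 120 nM final | medium = 50 mM Tris-HCl pH 7.5 with Mg2+, KCl, DTT, BSA | also added = T5PNP substrate, 5 mM | times = 2 h at 37 °C | technique = epi absorbance | benchmarks = high control without enzyme, low control DMSO plus TDP2 | replication = each compound tested once, singlicate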
# proKLK7 act – activates the human kallikrein-7 zymogen; purified proKLK7, EDANS-DABCYL substrate fluorescence; 100% is mature enzyme control, 0% vehicle; activation, % at 7 µM; AID 652039; P49862; 0.9% of 370,000 active;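 active = activation above the mean of all tested compounds plus 3 SD, computed per campaign excluding outliers beyond control limits, cut at about 13% in these data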
# Target sequence (P49862 whole entry, looked up): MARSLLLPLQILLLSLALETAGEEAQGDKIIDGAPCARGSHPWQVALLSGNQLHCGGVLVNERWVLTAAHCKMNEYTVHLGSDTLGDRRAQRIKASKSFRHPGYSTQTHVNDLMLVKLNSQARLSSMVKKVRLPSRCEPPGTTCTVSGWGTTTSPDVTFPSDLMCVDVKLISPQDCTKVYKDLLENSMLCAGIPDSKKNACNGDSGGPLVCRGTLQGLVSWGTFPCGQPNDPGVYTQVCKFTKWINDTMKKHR
# PRMT1 inh – PRMT1 (human) inhibition, primary screen; Q99873; recombinant PRMT1, activity-based probe fluorescence polarization; inhibition, % at 2.79 µM; AID 652257; 1.3% of 370,000 active;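 active = inhibition above about 21% made by adding two undisclosed values, limit read from the data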
# MBD2 inh – blocks human MBD2 binding to methylated DNA; TR-FRET, MBD2 binding to methylated oligonucleotide; AID 686964; Q9UBB5; inhibition, % at 4.4 µM; 0.31% of 370,000 active; in the data active = inhibition above about 13%
# Tn7 DDE FP – disrupts Tn7 cyclic peptide binding to fibrin D-Dimer-E complex; P02675; FP displacement of FITC-Tn7 peptide from fibrin DD(E); 0% = median of compound wells per plate; inhibition, % at 8.3 µM; 0.13% of 370,000 active;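 active = inhibition above the mean of compounds falling within the control limits plus 3 SD of them, cut at about 14% in these data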;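 note: 0% = plate median of compound wells and 100% = 10 µM Aha-Tn7 peptide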
#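 Assay system: Human clot-derived fibrin DD(E) complex | Buffer or medium: Tris/NaCl/CaCl2 buffer, pH 7.8 | Repeats: One replicate per compound | Benchmarks: Aha-Tn7 high control | Measure: % inhibition scaled between sample-field median and high-control FP | Schedule: 10 min plus 3 h, room temperature | Signal: Fluorescence polarization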
# UHRF1 MBD2 ctr – blocks human UHRF1 binding to methylated DNA | Q96T88 | 0.75% of 370,000 active | inhibition, % at 4.4 µM | UHRF1 binding to methylated oligo, TR-FRET | AID 687016; in the data active = inhibition above about 21%;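 note: UHRF1 SRA domain binding a hemimethylated CpG hairpin DNA probe; 0% = median of test compound wells and 100% = reference inhibitor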
# Target sequence (Q96T88 whole entry, looked up, the tested form may be a part): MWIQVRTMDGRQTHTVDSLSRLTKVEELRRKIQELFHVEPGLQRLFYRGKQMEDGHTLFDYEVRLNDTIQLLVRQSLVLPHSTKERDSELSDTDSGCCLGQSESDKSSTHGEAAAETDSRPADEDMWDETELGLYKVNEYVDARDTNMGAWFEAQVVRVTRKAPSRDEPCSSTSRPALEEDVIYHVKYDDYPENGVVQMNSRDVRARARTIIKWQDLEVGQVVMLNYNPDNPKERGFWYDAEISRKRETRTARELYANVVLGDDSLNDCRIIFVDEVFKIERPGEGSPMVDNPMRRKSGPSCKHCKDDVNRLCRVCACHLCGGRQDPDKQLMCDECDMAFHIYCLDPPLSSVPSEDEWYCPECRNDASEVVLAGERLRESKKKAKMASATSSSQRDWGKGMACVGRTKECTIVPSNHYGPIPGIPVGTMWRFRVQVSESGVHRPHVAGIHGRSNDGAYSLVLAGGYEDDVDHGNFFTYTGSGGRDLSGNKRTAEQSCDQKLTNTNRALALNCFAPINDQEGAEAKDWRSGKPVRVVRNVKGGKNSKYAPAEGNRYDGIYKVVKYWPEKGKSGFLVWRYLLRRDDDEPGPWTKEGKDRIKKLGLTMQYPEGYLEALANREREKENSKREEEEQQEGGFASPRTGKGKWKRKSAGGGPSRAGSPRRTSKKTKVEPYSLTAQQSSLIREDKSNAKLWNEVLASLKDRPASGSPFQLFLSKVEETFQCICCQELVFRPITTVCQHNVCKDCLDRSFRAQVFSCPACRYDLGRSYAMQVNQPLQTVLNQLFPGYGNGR
# TCR CD3 inh – blocks the human TCR-CD3 interaction. TAMRA-labeled TCR probe fluorescence, biochemical. inhibition, % at 9.4 µM. 0.37% of 360,000 active; in the data active = inhibition above about 19%;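 note: recombinant mutant TCR 2C K166C tagged with TAMRA read by polarization; 0% = receptor in buffer alone and 100% = receptor with positive control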
# An asterisk follows results filed as active; & = joins results of further samples.
# Sample of the layout, 4 compounds:
SMILES,LEDGF integ inh,SIAE inh,Tn6 DDE FP,TDP2 inh,proKLK7 act,PRMT1 inh,MBD2 inh,Tn7 DDE FP,UHRF1 MBD2 ctr,TCR CD3 inh
CC1(C)CN=C(N(Cc2ccccc2)C(=O)Nc2ccccc2)S1,2,0,-7,-3,0.2,-3,3,1,1,0
Oc1c(Br)cc(Br)c2cccnc12,0,27*,0,7,0.2,0,-7,0,-10,-6
C(=NN=C1c2ccccc2-c2ccccc21)c1ccc2c(c1)OCO2,2,-10,6,1,0.1,0,-7,-1,0,-4
CN(C(=O)CN1C(=O)NC2(CCc3ccccc32)C1=O)C1CCS(=O)(=O)C1 (configuration not stated),-2,-1,10,9,-0.9,0,-2,3,0,4

# All compounds of this part, repeating the preview:
SMILES,LEDGF integ inh,SIAE inh,Tn6 DDE FP,TDP2 inh,proKLK7 act,PRMT1 inh,MBD2 inh,Tn7 DDE FP,UHRF1 MBD2 ctr,TCR CD3 inh
CC1(C)CN=C(N(Cc2ccccc2)C(=O)Nc2ccccc2)S1,2,0,-7,-3,0.2,-3,3,1,1,0
Oc1c(Br)cc(Br)c2cccnc12,0,27*,0,7,0.2,0,-7,0,-10,-6
C(=NN=C1c2ccccc2-c2ccccc21)c1ccc2c(c1)OCO2,2,-10,6,1,0.1,0,-7,-1,0,-4
CN(C(=O)CN1C(=O)NC2(CCc3ccccc32)C1=O)C1CCS(=O)(=O)C1 (configuration not stated),-2,-1,10,9,-0.9,0,-2,3,0,4
CCN(CC)S(=O)(=O)c1ccc(NC(=O)COc2cccc(-n3cnnn3)c2)cc1,-1,-10,7,5,0.4,-1,-3,-2,0,5
CCC(C)NC(=O)CCc1nc2ccccc2n1-c1ccccc1 (configuration not stated),1,4,4,-11,-0.5,-3,-3,-4,-1,7
CCCC(=O)Nc1cc(C(=O)O)ccc1S(=O)(=O)c1ccc(C)cc1,0,-2,-2,2,0.7,3,3,-6,0,0
Cc1cc(C(=O)NC2CCCN(Cc3ccccc3F)C2)no1 (configuration not stated),3,3,-2,5,-0.4,2,-3,-7,-3,1
CC(=O)NC(Cc1ccc(F)cc1)C(=O)NC1CCN(C(=O)Nc2ccc(F)cc2)CC1 (configuration not stated),0,3,-4,25*,0.1,-1,4,-7,-4,7
Cc1ccccc1NC(=O)c1ccc(NC(=O)c2ccco2)cc1,1,-2,-5,-8,-0.1,-1,-2,-10,1,-2
O=C(C1=C[C@@H](C2CC2)C[C@@H](OCc2ccc(CO)cc2)O1)N1CCN(Cc2ccccc2)CC1,2,1,8,-2,0.7,-3,-4,0,0,0
Cc1cc(C)c2c(C)nn(-c3ccccc3)c2n1,1,-1,-5,4,-0.3,-1,-3,-9,3,-2
COCC(C)NC(C(=O)Nc1ccc(Cl)c([N+](=O)[O-])c1)c1ccccc1 (configuration not stated),0,12,-6,8,0.1,0,-1,-6,-1,2
C[Si](C)(C)n1ccnc1,4,7,8,-2,-0.6,-6,-3,6,0,3
COc1ccc(CN2CCCC(C(=O)c3ccc4c(c3)OCO4)C2)c(F)c1 (configuration not stated),1,2,-4,-13,-0.2,-1,-3,1,-2,3
COCCn1c(SCC(=O)Nc2ccc3c(c2)OCCO3)nc2ccccc2c1=O,1,-4,-1,-1,-0.6,9,9,-3,5,-7
Cc1ccc(NC(=O)CSc2nnc(C3CC3)n2CC2CCCO2)cc1C (configuration not stated),-5,7,3,-1,-0.2,3,-5,4,1,-1
O=C(CN1C(=O)NC(c2ccccc2)(c2ccccc2)C1=O)N1CCCCC1,0,5,-5,7,0.1,-1,2,3,-2,0
CCCCNS(=O)(=O)CCNCc1ccco1,0,5,7,1,0.2,1,6,6,1,-5
CC(NC(=O)CN1C(=O)NC2(CCCCCC2)C1=O)c1ccccc1 (configuration not stated),2,-9,-2,5,0.2,1,-4,-7,2,-2
COc1cccc(C2(O)CCN(C(=O)Cc3cccnc3)CC2)c1,5,-6,-1,0,-0.4,0,3,-2,1,-3
COC(=O)c1ccccc1NC(=O)CCC(=O)N1CCSc2ccccc21,5,1,-3,-14,-0.8,-5,-6,-3,-3,-1
COc1ccc(-n2c(SCC(=O)Nc3ccc(C)cc3)nc(O)c(Cc3ccccc3)c2=O)cc1,1,2,7,5,0.4,7,1,-1,0,7
CN(C)S(=O)(=O)c1ccc(Cl)c(C(=O)NNC(=O)Cn2ccc(C(F)(F)F)n2)c1,4,11,-3,20,-0.1,-5,-1,1,-3,3
CC(NC(=O)C(C)(C)C)c1nc2ccccc2n1C (configuration not stated),-2,2,4,4,0.5,-2,-1,1,0,7
O=C(NC(=S)N1CCCc2ccccc21)c1ccccc1,2,6,0,5,-0.8,4,1,-3,-3,-8
COC(=O)c1c(NC(=O)Cc2cccs2)sc(C(=O)NC2CCCCC2)c1C,-3,-1,4,4,-0.4,-2,4,1,1,-5
CC(=O)Nc1cccc(-c2ccnc3c2CC(C(=O)NCc2ccco2)O3)c1 (configuration not stated),-2,-1,6,-2,-0.8,1,-2,-1,2,3
COc1cc(C(=O)COC(=O)c2cnc(C)cn2)ccc1OC(F)F,1,-2,11,3,-0.1,-3,3,-1,-1,7
Cc1ccc(NC(=O)C2CCCN(c3ncccn3)C2)c(C)c1 (configuration not stated),3,6,-1,10,0.0,1,2,1,-2,8
COC(=O)c1ccc(N2C(=O)C3C4C=CC(CC4)C3C2=O)cc1 (configuration not stated),0,-4,0,-6,0.3,0,0,-5,1,1
Cc1[nH]c(=O)[nH]c(=O)c1S(=O)(=O)N1CCCC1,-4,-4,-2,-16,0.1,6,5,-2,5,-6
Cc1nnc(NC(=O)CSc2nc3c(c(=O)n2C)SC(C)C3)s1 (configuration not stated),1,2,4,2,-0.1,0,2,5,1,7
CN(C)C(CNC(=O)c1cc(Br)ccc1Cl)c1ccco1 (configuration not stated),2,17,4,-1,-0.6,2,-7,-2,0,1
CC1CCCN(CCCNC(=O)c2cc3c(s2)-c2ccccc2OC3)C1 (configuration not stated),-3,9,4,5,43*,-1,-4,3,-7,-5
COc1ccc(C2(C)NC(=O)N(CC3CCCCC3)C2=O)cc1 (configuration not stated),0,3,4,1,0.2,-2,-4,-3,1,3
O=C1OC(/C(=C\Nc2ccccc2)[N+](=O)[O-])c2ccccc21 (configuration not stated),2,2,5,12,-0.1,6,-1,-7,0,2
O=C1OCC/C1=C\c1ccc2c(c1)OCO2,1,-3,-1,4,0.6,2,-7,-6,-7,10
O=C(NCCCn1ccnc1)c1cccc(S(=O)(=O)Nc2ccccc2F)c1,3,-1,3,-8,0.8,-4,1,-5,-1,0
OCCNc1cc(-n2nc(-c3ccccc3)cc2-c2ccccc2)ncn1,-2,-4,2,-5,0.2,1,-4,5,5,-3
CC1CCCN(C(=O)CSc2nnc(-c3ccco3)n2C)C1 (configuration not stated),-3,7,-1,10,0.4,4,2,3,-1,-8
NS(=O)(=O)c1ccc(-n2nc(C(=O)O)cc2-c2ccc(Cl)cc2)cc1,0,-1,3,8,0.2,0,4,3,0,6
CCOC(O)[C@H]1N[C@@H](c2ccc(Cl)cc2)[C@@H]([N+](=O)[O-])[C@@H]1c1ccccc1 (some centres not stated),1,2,-5,9,0.5,-1,1,2,-1,8
O=C(Nc1ccccc1)c1ccc(OC(=O)c2cc3ccccc3o2)cc1,0,-3,4,4,0.1,-2,1,-2,-2,3
NS(=O)(=O)c1cccc(NC(=O)Cn2nc(C(=O)O)c3ccccc3c2=O)c1,2,1,1,10,0.2,2,2,-1,0,6
CC(C)(C)S(=O)(=O)/C(C#N)=N/Nc1ccc(S(C)(=O)=O)cc1,-1,0,9,3,-0.5,2,-6,1,1,-2
COc1ccc(OC)c(N(CC(=O)N2CCN(Cc3ccccc3)CC2)S(C)(=O)=O)c1,4,-3,4,9,0.3,-4,-2,-4,0,10
Cc1ccc2c(C)nc(/N=C(\N)NC(=O)N3c4ccccc4Sc4ccccc43)nc2c1,-1&0,-5&-6,3&8,-1&1,0.4&-0.1,-1&-1,-1&3,1&-2,2&2,1&1
CCOC(=O)C(C)/C(C)=N/NC(N)=S (configuration not stated),-1,4,7,2,0.2,3,1,3,-2,2
COC(=O)c1ccc(OC(=O)c2ccc(OC)c(OC)c2)c(OC)c1,0,-2,-1,11,-1.0,1,-1,9,0,6
Cc1cccc(NS(=O)(=O)c2cc3c(cc2C)n(C)c(=O)c(=O)n3C)c1,-2,-1,-2,-7,0.6,5,0,0,-3,-7
Cc1ccc(S(=O)(=O)NCc2ccncc2)c(C)c1C,6,5,-1,2,0.3,-4,-6,2,-3,3
Cc1cccc(NCC(=O)N/N=C\c2ccccn2)c1,3,-6,-5,4,-0.4,-1,-1,-5,-3,-1
O=C(C1CCCN1C(=O)c1cccs1)N1CCc2ccccc21 (configuration not stated),2,3,-3,-2,0.1,3,-2,-5,-2,1
CC(C)(C)c1cc(/C=N/NC(=O)Cc2nc3ccccc3[nH]2)cc(C(C)(C)C)c1O,3,-10,-8,-9,-7.0,2,2,0,0,-6
CCOC(=O)c1sc(-c2ccccc2)cc1NC(=O)Nc1ccc([N+](=O)[O-])cc1,-6,-6,2,-6,-0.2,2,0,5,3,2
Cc1c(-c2ccccc2)nc2ccccc2c1C(=O)OCC(=O)Nc1ncc(C(F)(F)F)cc1Cl,1,-20,-3,-5,0.4,4,-2,-5,-2,2
CCC(C(=O)OCC(=O)C1(O)CCC2C3CCC4=CC(=O)CCC4(C)C3C(O)CC21C)C(C)C (configuration not stated),-3,-1,-1,2,-0.4,0,4,0,0,-1
O=S(=O)(Nc1ccc(-c2cn3ccccc3n2)cc1)c1ccccc1,-4,-5,-4,4,-16,3,2,1,3,-12
Cn1cc([C@@H]2C[C@H]3CN(Cc4cccc(Cl)c4)C(=O)[C@]34CCCN24)c(-c2ccccc2)n1,-5,0,-5,-6,1.2,-2,3,7,-2,4
# Next section
SMILES,LEDGF integ inh,SIAE inh,Tn6 DDE FP,TDP2 inh,proKLK7 act,PRMT1 inh,MBD2 inh,Tn7 DDE FP,UHRF1 MBD2 ctr,TCR CD3 inh
Cc1sc2nc(COC(=O)c3c(F)cccc3F)[nH]c(=O)c2c1C,-1,10,3,-6,-0.6,-6,4,8,38*,0
O=c1c2c3n(c(=O)nc2[nH]n1-c1ccccc1)CCCCC3,-6,1,-10,8,-0.3,-4,2,3,-8,4
NCCCCCc1nnc(SCC(N)=O)o1,-2,-2,2,6,-0.3,3,5,5,-1,2
CC(C)c1ccc(C(=O)CC2(O)C(=O)N(CN3CCOCC3)c3ccccc32)cc1 (configuration not stated),-1,-2,0,1,-0.1,-3,2,-6,0,-4
COc1ccc(OC)c(-c2nc(CN(C)C(C)c3ccncn3)c(C)o2)c1 (configuration not stated),5,-2,1,-1,0.2,-1,1,-4,0,2
